GC-A act: GC-A stimulated cGMP production enhancers – HEK293 GC-A cells, cGMP TR-FRET, EC30 ANP, primary screen; Atrial natriuretic peptide receptor 1 (Homo sapiens), P16066; 0% at EC30 ANP, 100% saturating ANP; activation, % at 10 µM; actives 0.14% (n = 370,000); in the data active = activation above about 40%
ssDAF-12 act: S. stercoralis DAF-12 nuclear receptor activators, primary screen, cell-based, luminescence, HEK293, GRIP1 co-expression, lit1-tk-luc | Nuclear hormone receptor DAF-12 (Strongyloides stercoralis) | HEK293 ssDAF-12/GRIP1 lit1-tk-luc reporter; % of 3 µM dafachronic acid response | activation, % at 6.8 µM | actives 1% (n = 370,000);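 active = activation above the mean over all tested compounds plus 3 SD, cut at about 0.9% in these data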;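 also: 0% = DMSO-only wells and 100% = 3 µM delta7-dafachronic acid wells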
DAX1 inh-1: DAX1 (NR0B1) inhibitors, primary screen, cell-based, HEK293, Gal4-DAX1, luciferase luminescence. Nuclear receptor subfamily 0 group B member 1 (Homo sapiens), P51843. HEK293 Gal4-DAX1 luciferase reporter. actives 0.99% (n = 340,000). inhibition, % at 6.75 µM. AID 504766, 2011;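 active = inhibition above the mean over all tested compounds plus 3 SD, cut at about 4.2% in these data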;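 also: 0% = DAX1-transfected cells with DMSO and 100% = empty-vector control cells with DMSO; inhibition shows as a rise in luminescence from relieved DAX1 repression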
DAX1 inh-2: DAX1 (NR0B1) inhibitors on StAR promoter, primary screen, cell-based, luminescence, SF-1 (NR5A1), full-length DAX-1. HEK293T StAR-luciferase reporter, SF-1/DAX-1 repression relief. inhibition, % at 6.8 µM. actives 1.1% (n = 370,000). AID 652010, 2013;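 active = inhibition above the mean over all tested compounds plus 3 SD, cut at about 3.6% in these data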;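 also: 0% = DAX-1 cells with DMSO and 100% = cells lacking DAX-1 with DMSO; higher inhibition means more luminescence from relief of DAX-1 repression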
hcDAF12 agonist: H. contortus DAF-12 nuclear receptor activators, primary screen, cell-based, luminescence, HEK293, lit1-tk-luc reporter; AID 652067, 2013; actives 1.4% (n = 370,000); activation, % at 6.8 µM; HEK293 hcDAF-12 lit1-tk-luc reporter; 0% DMSO, 100% Δ7-dafachronic acid;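 active = activation above the mean of all tested compounds plus 3 SD, cut at about 5.5% in these data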;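 also: 100% = response to 3 µM Δ7-dafachronic acid high control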
SMARCA2 act: SMARCA2 (BRM) function activators, primary screen, cell-based, luminescence, high throughput | MG213 cells, MMTV-luciferase reporter, dexamethasone, overnight | activation, % at 9.1 µM | actives 1% (n = 370,000) | AID 652017, 2013; in the data active = activation above about 7.8%;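 also: 0% = vehicle wells and 100% = reference activator wells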
sPLA2-III inh: human group III sPLA2 inhibitors, primary screen, biochemical, QFRET, BODIPY PC-A2 liposome substrate | Group 3 secretory phospholipase A2 (Homo sapiens), Q9NZ20 | actives 0.56% (n = 370,000) | inhibition, % at 12.2 µM | QFRET BODIPY PC-A2 liposome hydrolysis, fluorescence;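 active = inhibition above mean plus 3 SD of compounds lying within the high and low control bounds, cut at about 19% in these data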;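 also: 0% = median of test compound wells and 100% = no enzyme DMSO wells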
Target sequence (Q9NZ20 whole entry, looked up): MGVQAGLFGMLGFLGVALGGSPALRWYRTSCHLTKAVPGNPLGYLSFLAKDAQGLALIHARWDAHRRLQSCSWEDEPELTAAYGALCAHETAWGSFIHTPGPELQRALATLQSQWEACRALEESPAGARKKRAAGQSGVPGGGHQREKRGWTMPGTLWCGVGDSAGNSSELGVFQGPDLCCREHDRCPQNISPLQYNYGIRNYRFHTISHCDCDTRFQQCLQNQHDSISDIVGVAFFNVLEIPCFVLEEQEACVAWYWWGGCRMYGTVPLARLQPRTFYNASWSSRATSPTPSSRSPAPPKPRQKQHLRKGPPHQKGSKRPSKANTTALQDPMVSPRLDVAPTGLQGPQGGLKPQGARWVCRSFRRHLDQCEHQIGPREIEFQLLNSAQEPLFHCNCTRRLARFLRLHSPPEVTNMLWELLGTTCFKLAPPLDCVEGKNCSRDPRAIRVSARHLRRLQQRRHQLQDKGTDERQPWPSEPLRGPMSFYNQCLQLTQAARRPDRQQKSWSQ
hgDAF12 agonist: H. glycines DAF-12 receptor agonists, primary screen, cell-based, luminescence, HEK293, GAL4 fusion, UAS-luciferase. Nuclear hormone receptor DAF-12 (Heterodera glycines), GAL4 fusion. actives 1.8% (n = 370,000). activation, % at 6.8 µM. AID 687014, 2013. HEK293 GAL4-hgDAF12 UAS-luciferase reporter, agonist luminescence; normalized to butyrate control;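 active = activation above a cutoff set at the mean of all screened compounds plus 3 SD, cut at about 10% in these data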;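 also: 0% = DMSO wells and 100% = sodium butyrate wells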
FXN GAA850 act: FXN promoter activators, primary screen, cell-based, luciferase luminescence, HEK293 lucGAA850; HEK293 lucGAA850 FXN promoter luciferase reporter, 24 h; percent of 10 µM SAHA response; activation, % at 6 µM; actives 0.56% (n = 360,000); AID 540364, 2011;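 active = activation above the average of all compounds screened plus 3 SD, cutoff fixed separately per campaign, cut at about 7.5% in these data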;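 also: 0% = DMSO wells and 100% = 10 µM SAHA wells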
NPR2 activator: human GC-B receptor activators, primary screen, HEK293 GC-B cells, cGMP TR-FRET, EC30 CNP; AID 1920062, 2024; 0% at EC30 CNP, 100% saturating CNP; Atrial natriuretic peptide receptor 2 (Homo sapiens), P20594; activation, % at 10 µM; actives 0.11% (n = 370,000);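 active = activation at 10 µM reaching about 35% in either raw or pattern-adjusted values, limit read from the data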
ADAM10 inh: human ADAM10 inhibitors, primary screen, biochemical, QFRET, HTS | Disintegrin and metalloproteinase domain-containing protein 10 (Homo sapiens), O14672 | recombinant ADAM10, EDANS/DABCYL FRET peptide cleavage, 3 h | inhibition, % at 7 µM | actives 0.62% (n = 370,000) | AID 720582, 2013;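 active = inhibition above a per-campaign cutoff equal to the mean of compounds falling between control-based bounds plus 3 SD, cut at about 20% in these data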;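 also: 0% = DMSO wells while the 100% control is not disclosed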
Target sequence (O14672 214-748 limits assumed): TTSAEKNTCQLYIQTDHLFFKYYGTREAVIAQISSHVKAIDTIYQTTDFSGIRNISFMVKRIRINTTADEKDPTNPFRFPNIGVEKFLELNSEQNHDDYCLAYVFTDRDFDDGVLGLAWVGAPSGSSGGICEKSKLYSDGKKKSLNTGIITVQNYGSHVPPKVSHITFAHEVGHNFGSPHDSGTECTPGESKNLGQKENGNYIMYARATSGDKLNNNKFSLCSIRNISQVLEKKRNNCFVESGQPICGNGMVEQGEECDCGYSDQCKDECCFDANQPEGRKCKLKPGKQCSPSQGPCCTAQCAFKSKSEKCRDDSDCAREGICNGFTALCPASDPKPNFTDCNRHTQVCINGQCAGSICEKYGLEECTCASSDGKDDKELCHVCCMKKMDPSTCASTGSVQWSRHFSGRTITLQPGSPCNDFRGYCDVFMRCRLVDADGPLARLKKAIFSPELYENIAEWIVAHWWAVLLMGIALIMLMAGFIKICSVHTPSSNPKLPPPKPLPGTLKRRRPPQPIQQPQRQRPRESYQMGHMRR
Numbers without * were called inactive; i = inactive; nt = no result given. Hits appear at their usual frequency. Share with any hit: about 6.6%.

SMILES	GC-A act	ssDAF-12 act	DAX1 inh-1	DAX1 inh-2	hcDAF12 agonist	SMARCA2 act	sPLA2-III inh	hgDAF12 agonist	FXN GAA850 act	NPR2 activator	ADAM10 inh
COc1ccc(S(=O)(=O)N2CCC(C(=O)N[C@@H](C)C(=O)N3CCCCCC3)CC2)cc1	-4	-1.1	-0.8	-0.3	0.4	-3	1	4.9	-0.2	-1	4
Cc1ccccc1Nc1cc(C(=O)NCc2ccco2)c2ccccc2n1	1	-1.0	-0.6	-0.8	-3.0	-2	-5	6.3	-2.3	-2	-1
Cc1ccc(C)c(-n2c(SCC(=O)NC(C(=O)O)C(C)C)nnc2-c2cccc(Cl)c2)c1 (configuration not stated)	-2	-1.1	0.1	-0.1	-0.7	-2	-15	1.4	0.7	6	-2
O=C(Nc1cccc(F)c1)c1cccnc1NCCc1ccccc1	3	-0.2	1.2	0.2	0.1	0	-16	4.2	2.5	-2	-56
C/C(=C\C(=O)Nc1nccs1)c1ccccc1	2	-0.5	-0.1	2.1	3.3	2	3	12*	4.7	-4	1
C1=C(c2ccccc2)Nc2ccccc2N=C1c1ccccc1	-3	-1.2	0.6	-1.1	3.1	-3	-3	2.3	3.6	1	2
CCCC1NC(=O)c2cc3ccccc3cc2-n2c1nc1ccc(C)cc1c2=O (configuration not stated)	0	0.2	2.5	1.9	1.3	-5	5	-0.1	-3.9	5	-4
CCS(=O)(=O)N1CCN=C1SCc1ccc(F)cc1	7	-0.3	0.7	-0.3	-1.5	2	2	0.9	3.5	1	2
Cc1cccc(NC(=O)c2c(C)cc(=O)oc2C)n1	3	-1.1	-0.3	0.2	-0.6	-1	-1	0.5	-0.6	8	-2
CCOc1ccc(N(C(=O)CNS(=O)(=O)c2ccccc2)C(CC)C(=O)NCc2ccco2)cc1 (configuration not stated)	-4	-2.1	0.7	-0.8	0.1	-1	-17	-2.6	-2.0	4	-2
O=C(COCc1ccccc1)NC1CCCCN(Cc2cccc(Cl)c2)C1=O (configuration not stated)	3	-0.6	nt	1.0	-1.1	-2	-2	-0.6	nt	1	6
N#Cc1ccc(Sc2ccccn2)c([N+](=O)[O-])c1	-2	-1.6	0.8	-0.1	-1.7	3	1	-0.8	3.6	-1	8
O=C(COc1ccc2c(c1)CCC2)NCc1ccc(Cl)cc1	1	-1.4	-0.5	-0.3	-3.1	2	-4	-1.2	-0.5	0	6
CCCCn1c(N)c(N(CC(C)C)C(=O)c2ccco2)c(=O)[nH]c1=O	4	-1.3	1.7	1.1	-0.4	0	3	1.3	0.9	-6	1
CCOC(=O)N1CCC(Nc2c(NCCCN3CCN(c4ccc(OC)cc4)CC3)c(=O)c2=O)CC1	-3	-0.7	-1.3	0.7	0.6	-4	5	1.3	1.0	-4	-4
O=C1Nc2ccccc2C12OC1CCCCC1O2 (configuration not stated)	2	-0.3	0.1	0.0	-0.2	-2	3	-0.7	-0.6	2	-14
Cc1cc(=O)oc2c(CN3CCN(CCO)CC3)c(O)ccc12	4	-0.1	0.6	-0.8	2.4	-1	18	0.5	-0.1	3	i
CCc1nc2c(OCc3ccc(Cl)cc3)cccn2c1N(C)C(=O)c1ccc2c(c1)OCO2	-2	-1.2	nt	-1.3	-2.5	-7	-3	-0.1	-2.0	5	-15
Cc1cccc(Cc2nnc(CCC(=O)N(C)CCc3ccccc3)o2)c1	0	-0.6	1.7	1.7	4.2	5	-4	12*	3.1	3	-6
Cc1c(C(c2ccccc2Br)c2c(C)n(C)n(-c3ccccc3)c2=O)c(=O)n(-c2ccccc2)n1C	-8	-1.2	-2.0	0.3	-1.9	1	1	-1.0	-0.1	-3	1
Fc1ccc(C2C3=C(Nc4ncnn42)c2ccccc2OC3c2ccncc2)cc1 (configuration not stated)	-40	-1.1	-0.2	-0.7	-1.4	-2	-4	-2.2	-0.2	-23	-314
CC(NC(=O)C1C2C=CC(C2)C1C(=O)O)c1ccccc1 (configuration not stated)	2	-1.0	0.2	-0.2	0.7	-2	1	1.2	-0.7	3	-27
COC(=O)[C@H](CC(C)C)NC(=O)NC1CCCCC1C (some centres not stated)	7	-1.0	1.9	-0.1	1.7	-1	-1	-0.6	0.1	3	0
Cc1cc(-c2ccc(C)c(S(=O)(=O)NCCN3CCC(C)CC3)c2)on1	-4	-1.3	-0.3	1.2	4.7	2	-10	0.3	-0.2	-2	5
OCC[C@@H]1C[C@H](O)[C@@H](O)[C@]2(CCCCO2)O1	3	-0.8	0.7	0.5	1.1	-1	8	-1.0	3.3	1	-4
CN(C)CCNC(=O)/C=C/c1cn(-c2ccccc2)nc1-c1cc2ccccc2oc1=O	3	-1.3	-0.6	0.4	-1.7	-1	12	0.9	0.8	3	-6
CSCC[C@H](NC(=O)CCNC(C)=O)c1nc2ccccc2[nH]1	1	-1.1	-0.4	-0.3	-1.4	-2	6	2.1	0.6	5	-4
Cc1ccc(C)c(N2CN(CCC3=CCCCC3)CNC2=S)c1	-8	-0.1	0.2	0.3	1.2	-3	12	0.9	0.8	-16	-1
CCOc1ccc(NC(=O)CNC(=O)c2nn(-c3ccc(OC)c(OC)c3)c(=O)c3ccccc23)cc1	9	-1.6	-0.5	-0.8	-0.2	-4	6	0.4	-4.8	-4	4
Cc1ccc2nc(N/N=C/c3ccccc3F)nc(-c3ccccc3)c2c1	6	-1.5	0.9	-0.8	1.6	-2	14	-1.9	1.5	-4	-39
Cc1c(Cl)c(=O)n2c(=O)c(Cl)c(C)n12	8	-0.7	1.8	0.2	3.3	-1	0	1.2	-0.2	5	i
COc1ccc(OC)c(NC(=O)CSc2ccc(-c3ccco3)nn2)c1	-2	-1.2	-0.9	-1.3	-1.3	-3	-3	0.6	1.6	3	-12
N#C/C(=C\Nc1ccc(Cl)cn1)S(=O)(=O)c1ccccc1	3	-1.2	1.2	-0.5	0.8	-1	-8	0.7	0.9	1	-5
COc1cccc(C(=O)CC(=O)C(=O)Nc2cccc([N+](=O)[O-])c2C)c1	-2	-1.0	1.1	0.2	-0.5	2	-3	0.4	-1.1	-3	1
O=C(COC(=O)Cn1cnc2ccccc21)Nc1ccc2c(c1)C(=O)c1ccccc1C2=O	7	-0.6	-0.1	1.2	0.6	5	1	6.8	8.7*	-4	-2
CN(CC(=O)Nc1ccc(OC(F)(F)F)cc1)C(=O)/C=C/c1cc2c(cc1[N+](=O)[O-])OCO2	-5	-1.0	1.1	-1.3	-0.2	-1	-1	-1.2	1.0	-4	-28
CC(=O)Nc1ccc(-c2nnc(SCC(=O)Nc3ccc4c(c3)oc3ccccc34)n2C)cc1	-2	-0.2	0.2	0.1	3.8	-1	-5	7.5	5.0	-7	-23
CCOC(=O)/C(=N/Nc1ccccc1OC)N1CCCc2ccccc21	-6	-0.9	3.4	0.5	4.3	-1	0	1.2	-0.3	-3	2
CC1(C)C(=O)Nc2ccccc2N1C(=O)CSc1nc(-c2ccccc2)cs1	-6	-0.2	-2.0	-0.1	-0.1	-1	-10	-1.7	2.5	-7	-4
COc1cccc(OC)c1C(=O)NNS(=O)(=O)c1ccc2ccccc2c1	-1	-1.4	-0.1	-1.1	3.2	-1	-2	-0.4	-0.1	4	-3
CN(CC(=O)NCc1cccnc1)S(=O)(=O)c1ccccc1	-2	0.1	-0.3	0.1	0.0	-4	6	-0.4	1.3	4	3
CCc1noc(C)c1C(=O)NNC(=O)c1cc(OC)cc(OC)c1	0	-1.2	1.6	0.5	-0.2	-4	13	-2.2	1.8	4	0
CCN(CCn1cccn1)C(=O)CCc1nnc(Cc2c[nH]c3ccccc23)o1	-3	-0.2	0.1	0.3	4.8	-3	4	1.1	0.3	-4	-6
CCc1cccc(OCC2Cn3c(nc4c3c(=O)[nH]c(=O)n4C)O2)c1 (configuration not stated)	-8	-1.4	0.9	0.1	-0.9	-4	7	-0.8	-0.5	-16	-6
Cc1ccccc1C(=O)N/N=C/c1cccc2ccccc12	-6	-0.9	0.1	0.0	0.5	0	-5	2.9	1.4	-4	5
CC(C)N(CCc1ccncc1)C(=S)Nc1ccc(F)c(Cl)c1	2	-0.9	1.3	0.2	-2.5	-2	4	2.9	0.9	4	-2
COc1ccc(CC(=O)NC2CCN(CC(=O)Nc3ccc4c(c3)OCCO4)CC2)cc1OC	-1	-1.7	0.3	-1.1	-2.5	1	1	1.5	0.3	-1	8
COc1ccc(CCNC(=O)COc2ccccc2[N+](=O)[O-])cc1OC	-3	0.0	1.0	-0.1	0.9	-3	13	-1.8	-0.2	1	-11
CCOC(=O)c1cnc2c(C)cccc2c1NCCc1ccc(OC)c(OC)c1	1	0.3	-1.3	-1.5	0.9	-3	-14	0.7	0.6	-6	-10
CC1(C(=O)NC2CCCCCCC2)CCC(=O)N1CCN1CCOCC1 (configuration not stated)	5	-0.8	-0.1	-0.1	-1.5	0	-2	1.0	-0.6	6	-5
CN(C)c1cc(-c2ccc(Cl)c(Cl)c2)oc(=O)c1Cl	7	-1.7	-1.1	-0.3	0.2	-2	0	0.9	-0.5	-7	-3
COc1ccc(NC(=O)C(C2CC2)n2c(=O)c(-c3ccccc3)nc3ccccc32)cc1 (configuration not stated)	-2	-1.2	nt	-1.8	-1.3	0	-1	-0.3	nt	-2	-26
COCCSc1ncccc1-c1nc2ccccc2[nH]1	2	0.1	nt	-0.2	0.2	-1	4	3.3	nt	-3	-92
COc1ccc(C2CCc3cc(OC)c(OC)cc3C2NC=O)cc1OC (configuration not stated)	-1	-1.3	1.1	-0.4	-0.4	0	7	-1.7	0.1	5	-18
Cc1cc(C(=O)OCC(=O)Nc2ccc(F)cc2F)c(C)o1	-3	-0.6	0.1	-0.5	-0.2	-2	3	1.1	-1.6	-2	8
CC(C)CNS(=O)(=O)c1ccc(CC(C)C)cc1	1	-1.6	-0.1	-0.2	-1.5	-2	-2	-2.2	-0.7	-2	0
CCCN(CCC)CCCNC(=O)c1cc2c(=O)n(CC)c3ccccc3c2s1	-3	-1.1	7.3*	1.8	0.7	6	-12	0.3	-1.0	2	i

Screening results from PubChem.
